# Lamin A splicing – LMNA splicing modulation. HeLa LMNA splicing GFP/RFP minigene ratio, 48 h. Potency, µM (doses to about 46.1 µM), for the others: at the highest dose ratio change, negative = inhibition, usual class: inhibitors. 0.01% of 200,000 active; active = well fitted inhibition curve with a large enough effect in the signal ratio, with a control signal flat, not every such curve was filed as active; inconclusive = small, poorly fitted or top-dose-only effect, or effect the other way, or a change in a side signal; the % refers to the signal ratio; also: potency is read from the fitted curve at half-maximal effect; % is scaled to controls: 0 for no effect and ±100 for the full control effect
#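 Read-out is the ratio of GFP to DsRed2 object intensity, acquired by 488 nm laser-scanning cytometry on HeLa lamin A-EGFP minigene reporter cells. Compound incubation 48 hrs at 37 °C in Opti-MEM with 2% FBS; DMSO 0.5% final.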
# GAA glycogen – inhibitors or activators of human alpha-glucosidase glycogen cleavage; Potency, µM (highest dose often 76.4 µM), for inactives: top-dose activity change, negative = inhibition, actives largely listed as inhibitors; AID 2100; recombinant GAA, glycogen substrate, Amplex Red glucose oxidase fluorescence; 0.38% of 300,000 active;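 also: potency is read from the fitted curve at half-maximal effect; 0% = full enzyme reaction and -100% = no-enzyme basal signal; the screen sought inhibitors and activators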
#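 Recombinant enzyme (4 nM final) with compounds titrated up to 77 uM and bovine liver glycogen (30 ug) in citrate pH 5.0, 0.01% Tween-20, 37 C 40 min. Released glucose detected by Amplex Red/glucose oxidase (Ex 573/Em 610); AC50 from Hill fits.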
# HTT cytoprotect – cytoprotection in Huntington HTT-Q103 PC12 cell model | Potency, µM (highest dose often 56.4 µM), inactives show cytoprotection (ATP increase), most hits filed as activators | PC12 HTT-Q103 induced, cytoprotection, ATP luminescence, 40 h | 0.14% of 230,000 active;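 also: potency is read from the fitted curve at half-maximal effect; % of control where 0% means no effect; nearly all actives have a fitted effect of over 45% in size; toxic huntingtin expression switched on by the ecdysone agonist tebufenozide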
#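 Stable PC12 Q103-GFP cells in serum-supplemented, phenol red-free DMEM; induction by tebufenozide at 100 nM final; compound dose series; cell viability quantified luminescently from ATP.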
# GAA inhib – inhibitors of human lysosomal alpha-glucosidase; 0.005% of 200,000 active; Potency, µM (doses to about 76.9 µM), for the others: top-dose activity change, negative = inhibition, hits mostly inhibitors; purified human GAA, 4-MU-alpha-glucoside fluorescence;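 also: potency is read from the fitted curve at half-maximal effect; plate controls were uninhibited enzyme wells for no effect and no-enzyme background for full effect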
#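 AC50 values come from Hill fits of compound titrations (up to 77 uM) against 4 nM human enzyme. Substrate 4-methylumbelliferyl-alpha-D-pyranoside at 400 uM, pH 5.0 citrate buffer, 20 min room temperature; fluorescence Ex 365/Em 440 after alkaline stop.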
# aGlu spleen mod – inhibits or activates alpha-glucosidase in human spleen homogenate; 0.006% of 240,000 active; Potency, µM (doses to about 79.9 µM), for the others: at the top dose activity change, negative = inhibition, hits mostly inhibitors; P10253; human spleen homogenate, 4-MU-alpha-glucoside fluorescence;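 also: potency is read from the fitted curve at half-maximal effect; 0% = enzyme with vehicle and -100% = no enzyme basal signal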
#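 AC50 values come from Hill-equation fits of concentration-response data, normalized to no-enzyme and full-activity controls. Enzyme source: 1 ug human spleen homogenate; 1 mM fluorogenic 4-MU glucoside, pH 5.0 citrate buffer, 37 C, 40 min.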
# HTT aggregate – reduces HttQ103-GFP aggregates in PC12 cells; PC12 HttQ103-GFP aggregates, Acumen cytometry, 40 h; Potency, µM (titrated, usually from 46.1 µM), for inactives: top-dose activity change, negative = inhibition, actives largely listed as inhibitors; 1.1% of 220,000 active; also: potency is read from the fitted curve at half-maximal effect; % is scaled to controls: 0 for no effect and ±100 for the full control effect; nearly all actives have a fitted effect of over 60% in size
#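 PC12/HTTQ103-GFP, ecdysone-inducible; teb 100 nM; cpd qHTS titration; GFP aggregates read on laser cytometer, Ex 488/Em 500-530 nm.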
# CBFb-RUNX1 inh – CBF-beta/RUNX1 interaction disruption | Potency, µM (highest dose often 59.8 µM), inactives show top-dose activity, negative = inhibition, hits mostly inhibitors | 230,000 tested, under 10 active | AlphaScreen CBFb-His/RUNX1-biotin binding, biochemical | AID 1477 | Q01196+Q13951; also: % of control where 0% means no effect
# Target sequence (Q01196 whole entry, looked up): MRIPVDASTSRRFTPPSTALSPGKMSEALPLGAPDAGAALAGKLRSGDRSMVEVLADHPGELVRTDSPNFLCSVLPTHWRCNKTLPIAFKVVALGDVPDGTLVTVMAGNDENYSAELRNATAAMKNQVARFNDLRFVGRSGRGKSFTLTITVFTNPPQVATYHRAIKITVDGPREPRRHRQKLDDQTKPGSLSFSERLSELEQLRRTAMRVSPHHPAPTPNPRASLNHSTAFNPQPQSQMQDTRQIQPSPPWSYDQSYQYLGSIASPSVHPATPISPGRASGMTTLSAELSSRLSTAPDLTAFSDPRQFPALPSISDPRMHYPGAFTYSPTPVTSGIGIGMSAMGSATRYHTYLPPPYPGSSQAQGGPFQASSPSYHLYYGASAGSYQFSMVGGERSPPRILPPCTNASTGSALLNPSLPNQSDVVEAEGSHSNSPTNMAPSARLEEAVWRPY
# Target sequence (Q13951 whole entry, looked up): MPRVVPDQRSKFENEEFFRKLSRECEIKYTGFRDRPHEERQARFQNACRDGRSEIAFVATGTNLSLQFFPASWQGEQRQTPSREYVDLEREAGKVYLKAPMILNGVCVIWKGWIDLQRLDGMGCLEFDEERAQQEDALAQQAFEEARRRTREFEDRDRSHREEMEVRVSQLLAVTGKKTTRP
#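 AlphaScreen proximity signal reports loss of binding between His-tagged CBF-beta and biotin-labelled RUNX1, each at 30 nM. Proteins are pre-associated for 20 minutes, compounds added for 15 minutes, then beads for 90 minutes, all at ambient temperature.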
# * marks the source's active call; other numbers are inactive results; ? = inconclusive; / = no result given; & = joins results of further samples; [ ] = dose if it differs, or a comment. Unless noted, calls follow the shape of the dose curve; as a rule, active = well fitted curve in the direction sought with a large enough effect; inconclusive = small, poorly fitted or top-dose-only effect, or another doubt; inactive = no such curve, though single readings can be large; an effect the other way counts as inactive or inconclusive. Compounds as they come (roughly 1.5% active in at least one column).
SMILES	HTT cytoprotect	GAA glycogen	CBFb-RUNX1 inh	GAA inhib	HTT aggregate	Lamin A splicing	aGlu spleen mod
COCCN(CCOC)S(=O)(=O)c1ccc(C(=O)NCCCN2CCOCC2)cc1	-10.9%[10 µM]	-13.7%	13.2%	-0.5%	-10.6%	4.2%	0.1%
CCOC(=O)N1CCC(NC(=O)CCC(=O)N2CC(C)Oc3ccccc32)CC1 (stereo not drawn)	0.7%	-5.9%	-0.3%	?	11.2%	2.0%	-0.8%
Cc1ccc(CN2CCN(Cc3nc(C(C)C)cs3)CC2CCO)cc1 (stereo not drawn)	-22.0%	2.3%	-0.5%	-3.9%	5.2%	/	-4.2%
Oc1ccc(-c2onc(C(F)(F)F)c2-c2cscn2)c(O)c1	-10.9%[10 µM]	-6.9%	7.3%	-8.4%	?	?	8.3%
COc1ccc(CC(=O)NC(=S)Nc2ccc(S(=O)(=O)NC(C)(C)C)cc2)cc1	13.2%	-2.0%	-5.5%	-3.6%	-12.8%	20.3%	4.1%
CCOc1cc(/C=N/NC(=O)c2ccncc2)ccc1OS(C)(=O)=O	29.0%[10 µM]	-1.8%	-5.9%	-2.9%	-12.3%	6.4%	-3.7%
O=C(N/N=C/c1ccco1)C1CC1	7.9%[10 µM]	-9.0%	-1.3%	2.4%	-11.3%	10.4%	-5.2%
CC(C)=CCCC1(C)C=Cc2c(c(C)cc3c2[nH]c2cc(O)ccc23)O1 (stereo not drawn)	-13.2%[10 µM]	?	6.6%	/	1.7%[9.22 µM]	/	5.4%
O=C1c2ccccc2C(=O)N1c1cccc2cccnc12	15.9%[10 µM]	-2.7%	-4.5%	5.4%	16.5%	?	1.3%
O=c1[nH]c(-c2ccc3c(c2)OCO3)nc2c1sc(=S)n2-c1ccccc1	-7.7%[10 µM]	3.6%	5.3%	-5.6%	7.3%	?	0.8%
O=C(COc1ncnc2cc(Cl)ccc12)c1ccc2c(c1)OCCO2	6.3%[10 µM]	2.3%	8.2%	/	32.5%[9.22 µM]	/	2.7%
Cc1cc2c(c(=O)o1)C1(C(=O)N(CC(=O)O)c3ccccc31)C(C#N)=C(N)O2 (stereo not drawn)	-5.8%	3.6%	-3.8%	5.0%	13.7%	20.1%[0.0737 µM]	-7.1%
CCOC(=O)c1cc(C(=O)c2ccccc2O)cn2c(=O)c3c(C)c(C)sc3nc12	-0.6%[10 µM]	14.3%	-8.8%	-0.2%	-15.4%	-1.9%[46 µM]	3.2%
COc1ccccc1N1CC(O)=C(c2nc3ccccc3c(=O)[nH]2)C1=N	-6.0%[10 µM]	5.8%	6.2%	1.0%	-3.8%	-18.8%	-4.9%
COc1ccc(N/C=C\C(=O)c2ccc(Br)cc2)cc1OC	-11.8%[10 µM]	-11.4%	-3.2%	?	20.9%	-6.3%	-6.2%
CC1CCC(C(C)C)C(OCC(O)CNC(C)c2ccccc2)C1 (stereo not drawn)	-18.5%	-10.6%	5.1%	-10.0%	13.5%[9.22 µM]	/	-5.4%
NC(=O)c1ccccc1NS(=O)(=O)c1ccc(F)cc1	-24.2%[10 µM]	12.5%	-1.7%	10.1%	-13.8%[9.22 µM]	/	-3.4%
COC(=O)[C@@H]1C[C@@]2(O)[C@H](O)[C@H](O)[C@H](O)C[C@H]2N1Cc1cc(F)ccc1F	-8.8%	-5.6%	?	/	?	/	-3.8%&-7.0%
CCC(=O)N1CCc2cc(S(=O)(=O)CCC(=O)Nc3nc(C)cs3)ccc21	30.2%[10 µM]	5.2%	-6.4%	-0.9%	23.3%	?	0.4%
COC(=O)Cc1cc(=O)n2[nH]c(SC)nc2n1	13.8%	-8.6%	4.7%	7.1%	-4.8%	6.0%	-5.3%
O=C(CNS(=O)(=O)c1ccc(Br)s1)N1CCN(C(=O)c2ccco2)CC1	8.3%	12.0%	-2.4%	-8.6%	10.6%	-3.1%	0.3%
CCOC(=O)Cc1csc(NC(=O)c2ccc(OC)c(OC)c2)n1	-16.1%	-5.3%	0.2%	-8.7%	-6.8%	4.7%	-3.2%
Cc1ccccc1N(C(=O)Cc1cccs1)C(C(=O)NC1CCCCC1)c1cn(C)nc1C (stereo not drawn)	13.0%[10 µM]	-1.7%	9.4%	-7.0%	4.4%	-5.0%	8.9%
Fc1ccc(-n2[nH]nnc2=S)cc1N1CCCC1	-25.5%[0.074 µM]	-21.6%	-10.3%	-2.2%	-8.7%	3.4%	6.8%
CCC(C)(C)NC(=O)/C=C/c1ccc(OC)c(S(=O)(=O)N2CCOCC2)c1	37.3%[10 µM]	2.4%	-4.9%	-0.2%	-4.9%	-3.2%	-19.2%
COc1ccc(-n2cc(C#N)c(=O)[nH]c2=O)cc1	-29.3%	18.1%	-1.7%	4.5%	-2.6%[9.22 µM]	/	-6.5%
Cc1ccc(S(=O)(=O)N/N=C/c2ccc3nccnc3c2)cc1	3.2%[10 µM]	6.6%	5.1%	/	2.9%[9.22 µM]	/	2.1%
Cc1ccc(-c2nnc(Nc3ccc4c(c3)nc(C)n4C)c3ccccc23)cc1	-43.9%[inhibitor]	-17.0%	-1.6%	-3.4%	?	0.4%	2.0%
COC(=O)C1(C)C=CC2(CCCCC2)N1C(C)=O (stereo not drawn)	4.3%	/	?	/	/	/	2.0%
O=C(Cn1cnc2c(cnn2-c2ccccc2)c1=O)N1CCN(c2ccc(F)cc2)CC1	-4.9%[10 µM]	-0.4%	2.1%	8.7%	6.0%	8.3%	-9.7%

# An excerpt of these results, field by field:
CC(C)=CCCC1(C)C=Cc2c(c(C)cc3c2[nH]c2cc(O)ccc23)O1 (stereo not drawn)
  HTT cytoprotect: -13.2%[10 µM]
  GAA glycogen: ?
  CBFb-RUNX1 inh: 6.6%
  GAA inhib: /
  HTT aggregate: 1.7%[9.22 µM]
  Lamin A splicing: /
  aGlu spleen mod: 5.4%

O=C1c2ccccc2C(=O)N1c1cccc2cccnc12
  HTT cytoprotect: 15.9%[10 µM]
  GAA glycogen: -2.7%
  CBFb-RUNX1 inh: -4.5%
  GAA inhib: 5.4%
  HTT aggregate: 16.5%
  Lamin A splicing: ?
  aGlu spleen mod: 1.3%

# The list goes on:
SMILES	HTT cytoprotect	GAA glycogen	CBFb-RUNX1 inh	GAA inhib	HTT aggregate	Lamin A splicing	aGlu spleen mod
COc1ccc(C(=O)NCCC(C)C)cc1S(=O)(=O)N1CCOCC1	20.3%[10 µM]	-0.3%	4.6%	-12.7%	-12.1%	-6.7%	1.0%
CC(NC(=O)CN(C1CCCCC1)S(C)(=O)=O)c1ccccc1 (stereo not drawn)	5.1%[10 µM]	3.5%	2.8%	-9.2%	-10.5%	?	-4.9%
Cc1cc(C)n(CCC(=O)N/N=C/c2ccc(Br)c([N+](=O)[O-])c2)n1	-2.8%[10 µM]	2.5%	0.5%	/	-11.4%[9.22 µM]	/	0.5%
O=C(NCCN1CCOCC1)Nc1ccccc1	17.7%	1.8%	-0.8%	-5.7%	15.9%	-3.0%	0.4%
Cc1ccccc1C(=O)N=c1c(C#N)cc2c(=O)n3cccc(C)c3nc2n1Cc1ccco1	-11.6%	6.7%	0.3%	?	20.1%[1.84 µM]	0.3%	19.8%
CCNC(=O)CSc1nc(-c2ccc(F)cc2)cs1	-36.3%[inhibitor]	1.3%	25.5%	-3.6%	7.4%	/	10.7%
CCOC(=O)C/C(C)=N/NC(=O)CNc1cccc(Cl)c1C	-34.7%[inhibitor]	-0.5%	-0.2%	2.0%	-5.6%	2.8%[46 µM]	1.4%
CC1C/C(=C/c2cccs2)C(=O)/C(=C/c2cccs2)C1 (stereo not drawn)	/	-6.0%	-20.2%	-14.5%	19.7%	?	-2.1%
O=C(COC(=O)c1cncc(Br)c1)NC1CC1	15.2%	0.5%	1.3%	-1.3%	1.0%	-2.6%	6.2%
CC1Cc2cc(/C(O)=C3\C(=O)C(=O)N(CCN(C)C)C3c3ccccc3F)ccc2O1 (stereo not drawn)	-27.3%	-3.3%	11.5%	-2.6%	0.9%	3.4%	-6.9%
Cc1cc(C(=O)Cn2nc(C(=O)O)c3ccccc3c2=O)c(C)n1-c1ccc(OC(F)F)cc1	8.9%	0.0%	?	-8.0%	-5.1%	-16.0%[46 µM]	4.3%
Cc1cc(C)c(NC(=O)CN2CCC(NC(=O)NC3CCCCC3)CC2)c(C)c1	/	-2.8%	1.1%	8.8%	/	/	-1.9%
CCOc1ccccc1C(=O)N[C@H](C(=O)OCc1cc([N+](=O)[O-])cc2c1OCOC2)C(C)C	26.4%[1.9 µM]	2.8%	-3.3%	0.5%	0.1%	-11.7%	-13.0%
CC(=O)N1CCc2cc(S(=O)(=O)CCC(=O)O)ccc21	-18.8%	1.7%	0.6%	-1.9%	11.1%	7.5%	-5.1%
CCn1c(SCC(=O)N/N=C(\C)c2ccco2)nnc1-c1ccccc1	/	3.6%	0.5%	5.1%	/	?	-5.5%
Cc1nnc(SC(C)C(=O)Nc2ccc(S(=O)(=O)NC3CCCCC3)cc2)s1 (stereo not drawn)	0.8%[10 µM]	-4.2%	5.8%	0.9%	?	?	-4.9%
CCSC1=NSC2=NC(=O)/C(=C\c3coc4ccccc4c3=O)C(=N)N12	40.9%[10 µM]	-10.3%	-18.2%	0.3%	17.5%	-17.0%	7.0%
COC(=O)c1ccc(NC(=O)CSc2nnc(COc3ccccc3)n2C)cc1	-0.8%[1.9 µM]	6.7%	5.5%	-3.8%	4.4%	16.6%	0.1%
Cc1cccc(C)c1N(CC(=O)NN=C1CCCCCC1)S(C)(=O)=O	19.2%	7.0%	-2.3%	-9.2%	-10.0%	14.7%	6.0%
O=P(O)(OCc1ccccc1)OCc1ccccc1	-6.1%	/	7.9%[21.7 µM]	/	/	/	12.4%
COCC(=O)N1CCC(n2nnc3cc(F)ccc32)CC1	-11.9%	4.9%	1.5%	4.2%	-5.0%	12.3%	0.2%
COC(=O)CCCC1=CC2=CC(=O)C(C)(OC(=O)c3cccs3)C(=O)C2=CN1CCc1ccccn1 (stereo not drawn)	11.9%&15.3%[10 µM]	4.6%	-18.2%[13.1 µM]	/	7.2%[9.22 µM]	-1.8%[9.22 µM]	-1.6%[17.4 µM]
Cn1ccnc1SCC(=O)Nc1cccc(O)c1	21.4%	7.2%	0.7%	-6.4%	3.4%	-3.0%	4.6%

# Quoted from the listing.
# Reading for `Cc1cc(C)c(NC(=O)CN2CCC(NC(=O)NC3CCCCC3)CC2)c(C)c1` under GAA glycogen: -2.8%
# Reading for `Cc1ccc(-c2nnc(Nc3ccc4c(c3)nc(C)n4C)c3ccccc23)cc1` under HTT cytoprotect: -43.9%[inhibitor]

# Assay outcomes from PubChem.
